NSD2 HMT inh = inhibitors of human histone methyltransferase NSD2; NSD2 peptide methylation, AlphaScreen, 120 min; inhibition, % at 12.5 µM; actives 0.54% (n = 310,000); AID 743445; in the data active = inhibition above about 50%
SR-BI HDL uptake = mouse SR-BI HDL lipid transfer inhibition; Q61009; ldlA[mSR-BI] CHO cells, DiI-HDL uptake fluorescence, 3 h; inhibition, % at 12.5 µM; actives 0.96% (n = 320,000);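 active = mean replicate inhibition of at least 70% and a set share of replicates each scoring 70 or more; inconclusive = meets just one of the two criteria; inactive = fails both criteria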;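 also: 0% = median of neutral control wells and 100% = median of positive control wells; values of inactives mirror those of a sister screen read the other way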
MITF act = increases MITF-driven TRPM1 promoter luciferase signal; actives 0.75% (n = 300,000); activation, % at 12.5 µM; SK-MEL-5 TRPM1-promoter luciferase, 24 h; % of positive control, neutral wells = 0; AID 588334;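 active = mean activation of at least 80% with every replicate also reaching 80%; inconclusive = mean reaches 80% but some replicate falls short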;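 also: 0% = neutral control wells and 100% = parthenolide positive control wells; values of inactives mirror those of a sister screen read the other way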
PvdQ acylase = blocks Pseudomonas aeruginosa PvdQ acylase activity; purified PvdQ acylase, fluorescence plate reader; inhibition, % at 10 µM; actives 0.063% (n = 340,000); AID 488965; in the data active = inhibition above about 30%, passing the limit was not always enough; inconclusive = no clear call, values can overlap the other calls;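 also: 0% = vehicle neutral wells and 100% = reference inhibitor wells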
HTR5A ag = HTR5A agonism, opioid heterodimer counter-screen; HTR5A agonist assay, luminescence, cell-based; activation, % at 9.3 µM; actives 0.61% (n = 340,000); AID 504692; in the data active = activation mostly above about 9.5%, no sharp cut-off; inactive = mostly below about 7.6%;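 also: 0% = cells with vehicle only and 100% = reference agonist; strong numbers were not always called active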
HTR5A inv ctr = HTR5A inverse agonism, opioid heterodimer counter-screen; P47898; HTR5A cell line, luminescence; inhibition, % at 9.3 µM; actives 0.083% (n = 340,000); AID 504634; in the data active = inhibition mostly above about 23%, no sharp cut-off; inactive = mostly below about 18%;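 also: 0% = cells with DMSO and 100% = no-cell wells with DMSO; some compounds called inactive have numbers as strong as hits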
dFosB act = enhances mouse delta FosB homodimer DNA binding. P13346. activation, % at 25 µM. purified delta FosB, TAMRA-CDK5 oligo fluorescence polarization; percent of positive-control signal above neutral wells. actives 0.99% (n = 340,000);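 active = mean activation above about 17%, with every replicate also reaching it, limit read from the data, passing the limit was not always enough; inconclusive = only one of the two conditions met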;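 also: fluorescence polarization rise as delta FosB binds a TAMRA Cdk5 AP-1 oligo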
V-ATPase pHluor = alters yeast V-ATPase proton transport | response, % at 10 µM | AID 504577 | actives 0.37% (n = 350,000) | S. cerevisiae, pHLuorin cytosolic pH fluorescence; in the data active = response mostly above about 7.3%, no sharp cut-off; inactive = mostly below about 5.4%; also: actives read high; inactives centre near 0; some compounds called inactive have numbers as strong as hits; reference of the scale not given here
CDK5 inh = CDK5/p35 (human) kinase inhibition; Q00535+Q15078; Recombinant CDK5/p35, ADP-Glo luminescence, 60 min; inhibition, % at 10 µM; actives 0.01% (n = 330,000);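 active = highest replicate inhibition of at least 50% and at least 75% of replicates reaching 50%; inconclusive = only one of the two criteria met; inactive = both criteria failed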;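 also: plate controls were DMSO neutral control for no effect and GW8510 at 10 µM for full effect; many of its hits are not listed in these tables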
Target sequence (Q00535 whole entry, looked up): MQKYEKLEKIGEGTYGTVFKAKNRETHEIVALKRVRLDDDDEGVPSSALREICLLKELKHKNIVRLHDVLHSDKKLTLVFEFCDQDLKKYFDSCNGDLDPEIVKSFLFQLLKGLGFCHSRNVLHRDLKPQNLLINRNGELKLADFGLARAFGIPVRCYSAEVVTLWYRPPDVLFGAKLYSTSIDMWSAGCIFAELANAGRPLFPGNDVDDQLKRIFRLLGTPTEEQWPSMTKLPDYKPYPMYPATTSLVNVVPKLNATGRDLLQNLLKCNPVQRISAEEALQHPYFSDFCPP
Target sequence (Q15078 whole entry, looked up): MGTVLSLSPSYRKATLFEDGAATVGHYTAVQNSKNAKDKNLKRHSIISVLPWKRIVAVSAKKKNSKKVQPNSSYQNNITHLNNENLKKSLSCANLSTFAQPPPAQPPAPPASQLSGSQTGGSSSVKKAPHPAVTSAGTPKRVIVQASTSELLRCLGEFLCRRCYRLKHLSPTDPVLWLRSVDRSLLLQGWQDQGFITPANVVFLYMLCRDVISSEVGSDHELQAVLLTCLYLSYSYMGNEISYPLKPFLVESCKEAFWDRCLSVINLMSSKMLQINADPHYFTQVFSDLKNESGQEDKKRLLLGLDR
Wnt bcat act = Wnt/beta-catenin pathway activation. actives 1.2% (n = 300,000). activation, % at 9.35 µM. AID 743398. Wnt/beta-catenin reporter cell assay, activator, plate reader; in the data active = activation above about 30%, passing the limit was not always enough; inconclusive = no clear call, values can overlap the other calls;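 also: 0% = neutral control wells and 100% = positive control wells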
An asterisk follows results filed as active; ? = inconclusive; . = no result given.

Labels used below: A = NSD2 HMT inh; B = SR-BI HDL uptake; C = MITF act; D = PvdQ acylase; E = HTR5A ag; F = HTR5A inv ctr; G = dFosB act; H = V-ATPase pHluor; I = CDK5 inh; J = Wnt bcat act
mol: Cn1cc(/C=C(\NC(=O)c2ccccc2Cl)C(=O)N2CCOCC2)c2ccccc21
  A: -0.7	B: -7.7	C: -10.2	D: 3.1	E: -5.3	F: 1.3	G: -10.4	H: 1.4	I: -1.0	J: -1.9
mol: O=[N+]([O-])c1ccccc1S(=O)(=O)N1CCCC(C(F)(F)F)C1 (centres undefined)
  A: -5.4	B: -17.7	C: .	D: -0.3	E: 5.3	F: -20.1	G: -3.5	H: 2.0	I: 0.2	J: -3.4
mol: COc1ccc(S(=O)(=O)CCC(=O)N2CCN(c3ccccc3F)CC2)cc1
  A: -1.9	B: -31.2	C: -6.4	D: -8.1	E: -0.1	F: 0.2	G: 4.4	H: -3.5	I: 0.8	J: 3.6
mol: Cc1cccc(C)c1NC(=O)COc1cccc(/C=N/NC(=O)C(=O)NCc2ccccc2)c1
  A: -1.1	B: 1.6	C: -3.7	D: -16.0	E: 2.4	F: -17.7	G: -9.7	H: 4.1	I: 0.0	J: .
mol: COc1ccc(NC(=O)c2cnc(SCC(=O)NCCc3ccccc3)n(C)c2=O)cc1
  A: -1.7	B: 33.5	C: -5.0	D: -5.2	E: 1.2	F: -3.6	G: 9.9	H: -0.9	I: -1.3	J: -2.8
mol: O=C(N/N=C/c1ccc2c(c1)OCO2)c1cc(-c2ccccc2)nc2ccccc12
  A: 0.3	B: 0.0	C: 4.6	D: 16.8	E: 3.1	F: -8.4	G: -19.4	H: 3.8	I: -0.6	J: -2.1
mol: Cc1cccc(N2C(=O)CC(Cn3nc(C)cc3C)C2=O)c1 (centres undefined)
  A: -0.4	B: -2.3	C: 0.9	D: 9.0	E: -1.8	F: 4.7	G: 1.7	H: -0.5	I: -0.9	J: 1.1
mol: O=C(CSc1nc2ccc(Nc3nc(N4CCOCC4)nc(N4CCOCC4)n3)cc2s1)NCc1ccco1
  A: -4.4	B: 51.4	C: 5.7	D: -14.4	E: 3.2	F: -15.6	G: -14.5	H: 2.6	I: -3.9	J: -0.8
mol: O=C(O)c1nn(-c2ccc(F)cc2)ccc1=O
  A: -3.2	B: .	C: 12.7	D: -17.6	E: 2.1	F: -8.0	G: -8.2	H: 2.6	I: 1.2	J: -1.6
mol: C[C@H](CO)N1C[C@H](C)[C@@H](CN(C)S(=O)(=O)c2ccc(F)cc2)Oc2c(NC(=O)NC3CCCCC3)cccc2C1=O
  A: .	B: -8.2	C: -4.2	D: -3.7	E: -3.4	F: -19.7	G: 8.4	H: 12.9*	I: 0.4	J: -2.3
mol: Cc1cc2c(OCC(O)CN3CCCC3)cccc2[nH]1 (centres undefined)
  A: 5.9	B: 20.3	C: 2.8	D: -6.3	E: 0.6	F: -3.1	G: -9.4	H: -0.3	I: 0.1	J: -0.2
mol: CCNC(=O)c1sc(-c2ccccc2)nc1C
  A: .	B: -1.8	C: 31.3	D: -12.0	E: 0.4	F: -1.1	G: -5.7	H: 4.2	I: 2.1	J: .
mol: COc1ccccc1NC(=O)C(=O)N/N=C/c1ccc([N+](=O)[O-])s1
  A: 0.4	B: 11.3	C: -49.2	D: 14.0	E: -1.4	F: 3.6	G: -7.1	H: -12.7	I: -0.1	J: -4.1
mol: COc1ccc(C2CC(c3cccs3)=NN2S(=O)(=O)c2ccc(C)cc2)cc1 (centres undefined)
  A: -0.6	B: .	C: 4.8	D: 0.2	E: -0.6	F: -0.8	G: -1.5	H: -1.0	I: -0.1	J: -0.6
mol: CC/C(=N\NC(=O)c1ccncc1)C12CC3CC(CC(C3)C1)C2
  A: 0.9	B: 0.2	C: -2.5	D: -13.2	E: 1.9	F: -25.9	G: -5.7	H: 1.3	I: -1.6	J: -3.6

An excerpt from above in order of their number in dFosB act, ascending.
compound | dFosB act
Cc1cc2c(OCC(O)CN3CCCC3)cccc2[nH]1 (centres undefined) | -9.4
O=[N+]([O-])c1ccccc1S(=O)(=O)N1CCCC(C(F)(F)F)C1 (centres undefined) | -3.5
C[C@H](CO)N1C[C@H](C)[C@@H](CN(C)S(=O)(=O)c2ccc(F)cc2)Oc2c(NC(=O)NC3CCCCC3)cccc2C1=O | 8.4

(list continues)
Compound | NSD2 HMT inh | SR-BI HDL uptake | MITF act | PvdQ acylase | HTR5A ag | HTR5A inv ctr | dFosB act | V-ATPase pHluor | CDK5 inh | Wnt bcat act
O=C(c1cc2nc(C3CC3)cc(C(F)F)n2n1)N1CCOCC1 | 1.0 | . | 7.6 | -1.7 | 13.6 | -34.1 | 0.5 | -2.0 | 0.3 | -3.3
Cn1ccnc1C1CCCCN1Cc1nc(-c2ccc3c(c2)OCO3)no1 (centres undefined) | -1.3 | -19.9 | -1.5 | -10.3 | -3.7 | 55.1 | -6.3 | 2.9 | 0.0 | -3.6
CC(C)CC(=O)N1CCN(Cc2ccccc2[N+](=O)[O-])CC1 | 1.8 | -18.3 | -3.5 | 4.3 | . | . | 2.2 | 0.6 | 0.8 | -0.6
CN(CC(=O)N1CCCCCC1)S(=O)(=O)c1ccc(F)cc1 | -1.1 | -12.9 | 30.9 | 5.4 | -0.3 | 0.8 | 7.6 | 3.4 | -0.3 | 8.5
CC1(C)CC2CC(C)(CN2C(=S)Nc2ccccc2)C1 (centres undefined) | 34.9 | 3.8 | -5.1 | -20.2 | 2.0 | -5.7 | 3.9 | -0.4 | -0.4 | -1.3
CCNC(=O)c1ccc(-n2nc(C(F)(F)F)c3c2CCCC3)cc1 | -0.2 | 58.2 | 10.9 | -3.9 | 16.4* | -78.8 | -2.1 | -0.1 | -0.2 | .
O=[N+]([O-])c1ccc(-c2csc(N3CCCCCC3)n2)cc1 | -0.4 | 9.9 | 41.5 | -18.9 | 1.2 | -4.3 | -0.1 | -0.7 | 0.6 | -2.8
Cc1ccc(S(=O)(=O)N[C@H](C(=O)NC2CCC(C)CC2)C(C)C)cc1 (some centres undefined) | -0.6 | -21.8 | 17.5 | -7.5 | 1.7 | -4.2 | -7.5 | 2.0 | 0.4 | -2.6
CC(C)(C)c1ccc(S(=O)(=O)Nc2noc3ccccc23)cc1 | 2.5 | 3.3 | -7.6 | -9.3 | -2.5 | 8.9 | 2.4 | -1.2 | 0.4 | ?
O=C(NCc1ccc2c(c1)OCO2)c1ccc(COc2cccc(Cl)c2)o1 | -0.2 | -1.7 | -7.5 | -10.7 | 5.4 | -17.7 | -8.4 | 0.6 | -3.6 | .
Cc1cccc(NC(=O)c2nc[nH]c2C(=O)NCCN(CCNC(=O)c2[nH]cnc2C(=O)Nc2cccc(C)c2)CCNC(=O)c2[nH]cnc2C(=O)Nc2cccc(C)c2)c1 | . | -7.1 | -29.6 | 0.2 | 6.6 | -30.8 | 3.5 | -4.3 | -1.9 | -3.1

Structural class: those above with fluorine (seven)
Compound | NSD2 HMT inh | SR-BI HDL uptake | MITF act | PvdQ acylase | HTR5A ag | HTR5A inv ctr | dFosB act | V-ATPase pHluor | CDK5 inh | Wnt bcat act
O=[N+]([O-])c1ccccc1S(=O)(=O)N1CCCC(C(F)(F)F)C1 (centres undefined) | -5.4 | -17.7 | . | -0.3 | 5.3 | -20.1 | -3.5 | 2.0 | 0.2 | -3.4
COc1ccc(S(=O)(=O)CCC(=O)N2CCN(c3ccccc3F)CC2)cc1 | -1.9 | -31.2 | -6.4 | -8.1 | -0.1 | 0.2 | 4.4 | -3.5 | 0.8 | 3.6
O=C(O)c1nn(-c2ccc(F)cc2)ccc1=O | -3.2 | . | 12.7 | -17.6 | 2.1 | -8.0 | -8.2 | 2.6 | 1.2 | -1.6
C[C@H](CO)N1C[C@H](C)[C@@H](CN(C)S(=O)(=O)c2ccc(F)cc2)Oc2c(NC(=O)NC3CCCCC3)cccc2C1=O | . | -8.2 | -4.2 | -3.7 | -3.4 | -19.7 | 8.4 | 12.9* | 0.4 | -2.3
O=C(c1cc2nc(C3CC3)cc(C(F)F)n2n1)N1CCOCC1 | 1.0 | . | 7.6 | -1.7 | 13.6 | -34.1 | 0.5 | -2.0 | 0.3 | -3.3
CN(CC(=O)N1CCCCCC1)S(=O)(=O)c1ccc(F)cc1 | -1.1 | -12.9 | 30.9 | 5.4 | -0.3 | 0.8 | 7.6 | 3.4 | -0.3 | 8.5
CCNC(=O)c1ccc(-n2nc(C(F)(F)F)c3c2CCCC3)cc1 | -0.2 | 58.2 | 10.9 | -3.9 | 16.4* | -78.8 | -2.1 | -0.1 | -0.2 | .

Bioassay records deposited in PubChem by several laboratories.
